# FLuc modulator = counter-screen for miR-21 project: firefly luciferase inhibitors or activators. P08659. purified FLuc, Km substrates, luminescence inhibition. Potency, µM (highest dose often 57.5 µM), for inactives: at the top dose activity change, negative = inhibition, actives largely listed as inhibitors. 360,000 tested, 6.9% active. AID 588342;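 note: plate controls were vehicle for no effect and reference inhibitor for full effect; nearly all actives have a fitted effect of over 55% in size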
# Target sequence (P08659 whole entry, looked up): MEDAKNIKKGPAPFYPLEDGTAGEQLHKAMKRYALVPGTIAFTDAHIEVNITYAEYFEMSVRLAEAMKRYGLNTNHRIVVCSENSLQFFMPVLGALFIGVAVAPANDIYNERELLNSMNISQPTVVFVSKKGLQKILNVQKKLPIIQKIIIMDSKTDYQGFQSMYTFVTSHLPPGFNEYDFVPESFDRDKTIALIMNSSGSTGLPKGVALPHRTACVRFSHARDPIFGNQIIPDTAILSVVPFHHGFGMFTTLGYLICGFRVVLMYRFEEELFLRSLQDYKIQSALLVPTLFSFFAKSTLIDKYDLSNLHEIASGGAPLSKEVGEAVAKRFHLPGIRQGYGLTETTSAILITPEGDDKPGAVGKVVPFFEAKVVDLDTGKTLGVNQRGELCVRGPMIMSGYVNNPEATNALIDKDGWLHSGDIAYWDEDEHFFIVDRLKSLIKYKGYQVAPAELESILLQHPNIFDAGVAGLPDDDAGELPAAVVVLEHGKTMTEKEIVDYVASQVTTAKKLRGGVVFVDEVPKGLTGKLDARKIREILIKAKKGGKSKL
#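 Biochemical qHTS of compounds, final roughly 60 µM downward over six points, against 10 nM purified firefly luciferase using Km concentrations of substrates (10 uM D-luciferin, 10 uM ATP) in Tris acetate pH 7.5 buffer; luminescence output.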
# BRCA1 expr up = increases BRCA1 expression; MCF7-BRCA1-FFLuc reporter, luminescence, 48 h; response scale: scaled: vehicle 0%, 10 µM genistein 100%; 380,000 tested, 1.1% active; Potency, µM (top dose mostly 46.1 µM), for inactives: at the top dose activation, usual class: activators; note: nearly all actives have a fitted effect of over 80% in size; some results filed as inactive show a strong effect at the top dose
#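 MCF7 cells carrying a BRCA1-firefly luciferase reporter (2000 cells/well, phenol-red free MEM) were attached for 2 h at 37 °C, then given compounds for 48 h. Luminescence was read 15 min after luciferase reagent; activity normalized to genistein (10 microM) and DMSO.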
# * marks the source's active call; other numbers are inactive results; ? = inconclusive; [ ] = another dose, or the depositor's remark. Calls come from the whole dose curve; as a rule, active = well fitted curve in the direction sought with a large enough effect; inconclusive = small, poorly fitted or top-dose-only effect, or another doubt; inactive = no such curve, though single readings can be large; an effect the other way counts as inactive or inconclusive. Potency is the fitted concentration of half-maximal effect. The list is partial, so the mix of outcomes need not match the whole.
mol,FLuc modulator,BRCA1 expr up
Cc1ccc(C)c(CN2C(=O)c3ccccc3S(=O)c3ccc(C(=O)N4CCOCC4)cc32)c1 (configuration not stated),-4%,-8%
O=C(NCc1ccccc1)c1cc2sccc2n1Cc1ccc(Cl)cc1,2%,14%
CCSc1nnc2n(-c3cccc(C)c3)c(=O)c3c4c(sc3n12)CCCC4,6%,2%
Cc1cc(C)cc(Nc2cc(C(=O)NC3CCCCC3)c3ccccc3n2)c1,-6%,5%
CCOc1ccc(NC(=O)c2cc3cc4cc(OC)ccc4nc3s2)cc1,-3%,17%
O=C(CSc1nc(=O)n(Cc2ccncc2)c2c1CCC2)Nc1ccccc1,3%,0%
COc1ccc(OC)c(C2N=C(N)Nc3nc4ccccc4n32)c1 (configuration not stated),-5%,7%
Cc1cc(C)cc(NC(=O)CSc2nnc(COc3ccccc3Cl)o2)c1,?,-8%
COC(=O)c1ccccc1NC(=O)CSc1nc2sc3c(c2c(=O)[nH]1)CCCC3,?,-26%
CC(C)CC(=O)Nc1cc(-c2ccccc2F)nn1-c1ccccc1,-14%,-2%
CCc1ccc(NC(=O)Cn2c(=O)n(-c3ccccc3)c(=O)c3ccc(C(=O)NCc4ccc5c(c4)OCO5)cc32)cc1,0%,16%
Cc1ccc(C(=O)Nc2cccc(OCc3cc(=O)n4c5c(sc4n3)CCCC5)c2)cc1,-18%,-8%
Cc1cn2c(=O)cc(COc3ccc(Cl)cc3)nc2s1,-6%,-10%
CCOC(=O)Cn1c(=O)n(-c2ccccc2OC)c2nc(-c3ccc(C(C)C)cc3)nc(C(N)=O)c21,-3%,2%
CCn1nc(C)c(CCN(C)C(=O)Nc2cc(Cl)ccc2C)c1C,-1%,-9%
CC(=O)N1CCc2c(sc3c2c(=O)n(-c2ccc(C)cc2)c(=O)n3Cc2c(F)cccc2Cl)C1,-7%,7%
CCOc1ccc(-n2c(SCc3nc(-c4ccc(OC)cc4)no3)nnc2-c2ccncc2)cc1,2%,-9%
COc1ccccc1N1CCN(C(=O)Cn2ncc3c(=O)oc4ccccc4c32)CC1,-2%,-28%
COc1cccc(NC(=O)Cn2c(=O)n(CCCCC(=O)NCc3ccccc3Cl)c(=O)c3ccccc32)c1,1%,5%
COc1cccc(N2C(=O)CSC23C(=O)N(CC(=O)NCc2ccc(C)cc2)c2ccccc23)c1 (configuration not stated),-8%,-7%
COc1ccccc1CNC(=O)CCn1c(=O)c2ccccc2n(CC(=O)Nc2ccc(C)cc2C)c1=O,0%,0%
CCCCN(C)S(=O)(=O)c1ccc(C(=O)Nc2sc3c(c2C(=O)OCC)CCN(C(C)C)C3)cc1,-1%,-7%
CC(=O)N1CCc2cc(S(=O)(=O)C(C)CC(=O)Nc3ccc(Br)c(C)c3)ccc21 (configuration not stated),3%,53%
COc1ccc(NC(=O)C(C)n2c(C)c3cnn(-c4ccccc4)c(=O)c3c2C)cc1Cl (configuration not stated),-7%,-15%
Cc1cc(C)n2nc(SCC(=O)Nc3cccc(C(F)(F)F)c3)nc2n1,3%,0%
CCOC(=O)c1c(C)oc2ncnc(N3CCN(c4ccc(C)cc4C)CC3)c12,-3%,7%
CCOc1ccccc1CNC(=O)CCc1c(C)nn(-c2ccc(N3CCOCC3)nn2)c1C,-5%,5%
COc1ccccc1NC(=O)CN1C(=O)CCSc2ccccc21,5%,11%
Cc1cccc(C)c1NC(=O)Cn1c(=O)cc(C)c2c(C)nn(-c3cccc(Cl)c3C)c21,-1%,21%
CCc1ccc(CNCc2c(C(=O)O)n(Cc3ccc(C)cc3)c3cc(C)ccc23)cc1,-12%,-37%
CCn1cc(C(=O)N(C)Cc2ccccc2)c(=O)c2cc(S(=O)(=O)N3CCc4ccccc4C3)ccc21,-12%,-22%
Cc1cc(=O)n2nc(N3CCC(C(=O)NCCCOC(C)C)CC3)sc2n1,-2%,8%
CCc1ccc(NC(=O)C2CCN(c3cc(C)nc4c(-c5ccc(Cl)cc5)c(C)nn34)CC2)cc1,-1%,-32%
COC(=O)c1cc(NC(=O)c2cc3sccc3n2Cc2ccc(Cl)cc2)cc(C(=O)OC)c1,1%,-12%
COc1ccc(Cn2c(CO)cnc2SCc2cccc(C)c2)cc1,?,81%
O=C(O)CCc1nnc2cnc3ccccc3n12,-4%,0%
Cc1cccc(CCNC(=O)CCc2c(C)nc3c(-c4ccc(F)cc4)c(C)nn3c2C)c1,1%,0%
Brc1cccc(-c2nn(-c3ccccc3)c3c2cnc2cc4c(cc23)OCO4)c1,1%,11%
CCOC(=O)c1c(Nc2cccc(O)c2)nnc(-c2ccccc2)c1-c1ccccc1,?,0%
COc1cc(NC(=O)c2nc3cc(C)c(C)cc3n(C)c2=O)cc(OC)c1OC,-2%,10%
Cn1nnnc1SCCNCc1cc(Br)ccc1OCc1ccccc1Cl,-2%,-60%[inhibitor]
COc1cccc(CNCCSc2nnnn2C)c1OCc1ccccc1,-5%,-4%
COc1ccc(-c2noc(CN(C(=O)c3ccc(C)cc3C)C(C)C)n2)cc1,0%,-31%
CCOC(=O)Cn1c(=O)n(CC2CCCO2)c2nc(-c3ccc(CC)cc3)nc(C(N)=O)c21 (configuration not stated),-1%,14%
CCN(Cc1ccccc1)S(=O)(=O)c1ccc(-c2coc(C)n2)cc1,-19%,0%
COc1cccc(C(=O)Nc2nc(-c3nnn(-c4cc(C)ccc4C)c3C)ns2)c1,?,0%
CCOc1ccccc1-c1nnc(SCc2ccc(Cl)cc2)o1,0%,7%
COc1ccccc1NC(=O)CN(c1ccc(C(C)C)cc1)S(=O)(=O)c1c(C)noc1C,5%,-35%
CCOc1cc(C(=O)Nc2ccc3nc(Nc4cccc(Cl)c4)cc(C)c3c2)cc(OCC)c1OCC,5%,-3%
Cc1ccc(C)c(NC(=O)C2CCN(c3cc(C)nc4c(-c5ccc(Cl)cc5)c(C)nn34)CC2)c1,-1%,-4%
COc1ccc2oc(-c3cccc(NC(=O)c4ccc(C#N)cc4F)c3)nc2c1,-3%,49%
O=c1cc2nc(-c3ccccc3F)nc(SCc3ccc(Br)cc3)n2[nH]1,?,0%
Cc1oc2ncn(CC(C)C)c(=O)c2c1C(=O)NCCCN(Cc1ccccc1)C(C)C,-6%,7%
CCOc1ccc(NC(=O)Cn2c(=O)n(Cc3ccc(C(=O)NCc4ccc(C)cc4)cc3)c(=O)c3ccccc32)cc1,1%,8%
Cc1ccn2c(c1)nc(=O)c1cc(S(=O)(=O)N3CCC(C)CC3)c(Cl)cc12,-1%,12%
Cc1ccn2c(c1)nc(=O)c1cc(S(=O)(=O)N3CCCCC3)c(Cl)cc12,-3%,15%
COc1ccc(NC(=O)CSc2nnc(-c3ccncc3)n2-c2ccccc2)cc1,-1%,7%
COc1ccc2c(c1)c1c(c(=O)n(-c3ccc(F)c(Cl)c3)c(=O)n1CC(=O)N1CCCC1)n2C,3%,9%
COc1ccc(N2CCN(S(=O)(=O)c3ccc(-c4coc(C)n4)cc3)CC2)cc1,3%,-7%
Cc1cc(C)cc(NC(=O)C2CCCN2S(=O)(=O)c2ccc3c(c2)CCCC(=O)N3)c1 (configuration not stated),-5%,4%

# Already shown: an excerpt of the list.
mol,FLuc modulator,BRCA1 expr up
Cn1nnnc1SCCNCc1cc(Br)ccc1OCc1ccccc1Cl,-2%,-60%[inhibitor]
COc1cccc(CNCCSc2nnnn2C)c1OCc1ccccc1,-5%,-4%

# (cont.)
mol,FLuc modulator,BRCA1 expr up
O=C(CCCCn1c(=O)c2ccccc2n(CC(=O)Nc2ccc(F)cc2F)c1=O)NCCc1ccccc1,-2%,-8%
Cc1ccc(C)c(N2CCN(CCCNC(=O)c3ccc4nc(N5CCC(C)CC5)sc4c3)CC2)c1,?,18%
Cc1ccc(-c2cc3ncc(C(=O)c4cc(Cl)c(C)cc4O)cn3n2)cc1,-2%,-15%
O=[N+]([O-])c1cc(-c2nc(-c3ccncc3)no2)ccc1NCc1ccccc1,?,15%
Cc1cc(=O)n2nc(N3CCC(C(=O)Nc4ccc(C(C)C)cc4)CC3)sc2n1,-11%,0%
Cc1ccc(CNC(=O)c2c[nH]c3ccc(S(=O)(=O)N4CCOCC4)cc3c2=O)cc1,4%,8%
Cc1nnc(SCc2nc(-c3ccc(Cl)cc3)no2)n1-c1ccc(F)cc1,-10%,3%
COc1ccc(-c2cc(C(=O)Nc3c(C(=O)c4ccc(Cl)cc4)oc4ccccc34)no2)cc1,-1%,0%
Cc1ccc(CN(C(=O)COc2cccc(Cl)c2)c2ccccn2)o1,-2%,0%
Cc1cccc(CCNC(=O)c2cc3c(=O)n(C)c4ccccc4c3n2C)c1,2%,3%
CCN(CC)C(=O)Cn1c(=O)n(Cc2ccc(C(=O)NCc3ccccc3Cl)cc2)c(=O)c2ccccc21,-17%,8%
COc1ccc(-c2cc(C(F)(F)F)n3nc(C(=O)NCC45CC6CC(CC(C6)C4)C5)cc3n2)cc1,-10%,-6%
CCc1ccccc1N1C(=O)N(CC(=O)c2ccc(Cl)cc2)c2ccccc2S1(=O)=O,0%,-9%
COc1ccc(-c2noc(CSc3nnc(-c4ccncc4)n3-c3ccc(C)cc3)n2)cc1OC,-14%,-4%
COc1ccccc1-n1nc(-c2ccccc2)c2cnc3cc(C(F)(F)F)ccc3c21,-9%,4%
O=C(COc1ccccc1Cl)OCc1cc(=O)n2nc(C3CCCCC3)sc2n1,-17%,0%
Cc1noc(C)c1S(=O)(=O)N(CC(=O)Nc1ccc(C(F)(F)F)cc1)c1ccc(C(C)C)cc1,0%,-12%
Cc1cccc(CCNC(=O)C2CCCN(S(=O)(=O)c3ccc4c(c3)oc(=O)n4C)C2)c1 (configuration not stated),-1%,6%
Cc1ccc(CCNC(=O)c2cc3sccc3n2Cc2ccc(F)cc2)cc1,0%,-12%
Cc1ccc(N(CC(=O)Nc2cccc(Cl)c2)S(=O)(=O)c2cccs2)cc1,3%,-68%
CCOC(=O)c1ccc(NC(=O)c2c(C)nn(-c3ccc(F)cc3)c2-n2cccc2)cc1,0%,1%
Cc1cccc(NS(=O)(=O)c2ccc3c(c2)CCN3C(=O)C2CC2)c1C,?,0%
CCn1c(=O)cc(SCC(=O)NCCc2ccc(OC)cc2OC)c2ccccc21,-11%,-16%
Cc1ccc(N2CCN(C(=O)Nc3cn(CC(C)C)c(=O)c4ccccc34)CC2)c(C)c1,-2%,9%
CCC(CC)C(=O)N1CCc2cc(OC)c(OC)cc2C1COc1ccc(C(=O)OC)cc1 (configuration not stated),-3%,-10%
CCC(O)c1cc2c(cc1NC(=O)c1cccc(Br)c1)OCCO2 (configuration not stated),-17%,16%
CCNC(=O)Cc1ccc(NC(=O)N2CCCCc3ccccc32)cc1,7%,-3%
COc1ccc(-c2csc3nc(-c4ccc(Cl)cc4)oc(=O)c23)cc1,0%,2%
CCc1ccccc1NC(=O)Cn1c(=O)n(CC(=O)NCCc2ccccc2)c(=O)c2ccccc21,-1%,-1%
COc1ccc2nc3sc(C(=O)N4CCN(c5ccc(F)cc5)CC4)cc3cc2c1,-1%,7%

# Among those listed so far, four have two or more sulfur atoms:
mol,FLuc modulator,BRCA1 expr up
CCSc1nnc2n(-c3cccc(C)c3)c(=O)c3c4c(sc3n12)CCCC4,6%,2%
COC(=O)c1ccccc1NC(=O)CSc1nc2sc3c(c2c(=O)[nH]1)CCCC3,?,-26%
CCCCN(C)S(=O)(=O)c1ccc(C(=O)Nc2sc3c(c2C(=O)OCC)CCN(C(C)C)C3)cc1,-1%,-7%
Cc1ccc(N(CC(=O)Nc2cccc(Cl)c2)S(=O)(=O)c2cccs2)cc1,3%,-68%

# Next results follow:
mol,FLuc modulator,BRCA1 expr up
CCOC(=O)c1[nH]c2ccccc2c1NC(=O)c1ccc(OCC)cc1,0%,0%
Cc1cc(C)cc(Nc2cc(C(=O)NCc3ccccc3)c3ccccc3n2)c1,4.8µM*,0%
CCCCCn1c(C(C)NC(=O)c2ccccc2)nc2ccccc21 (configuration not stated),-3%,11%
O=c1c2nncn2ccn1-c1ccc(F)c(F)c1,1%,4%
Cc1ccc(/C=C/c2onc(C)c2S(=O)(=O)N2CCC(C(=O)Nc3ccc(Br)c(C)c3)CC2)cc1,-4%,-7%
CC(C)n1cnc(S(=O)(=O)N2CCCC(C(=O)NCc3ccccc3Cl)C2)c1 (configuration not stated),-4%,-25%
CCOC(=O)c1cnc2c(C)cccc2c1Nc1ccc(OC(C)C)cc1,5%,10%
CC(C)(C)c1ccc(OCc2cc(=O)n3c4c(sc3n2)CCCC4)cc1,-2%,20%
Cc1cccc(C(=O)NCC(=O)OCc2cc(=O)n3nc(C4CCCCC4)sc3n2)c1,-11%,22%
CCc1cccc(NC(=O)CSc2nc3ccsc3c(=O)n2CC)c1,-16%,-36%
CCc1cccc(NC(=O)c2cc(S(=O)(=O)N3CCCCCC3)cn2C)c1,2%,-15%
CC(C)c1ccc2oc(-c3cc(NC(=O)c4cccs4)ccc3Cl)nc2c1,?,-46%
CC(C)c1ccc(CNCCSc2nnnn2C)cc1,0%,9%
